TcdB inh – TcdB glycohydrolase inhibitors, primary screen, biochemical, single point, plate reader; Toxin B (Clostridioides difficile), P18177; TcdB glycohydrolase enzymatic assay; inhibition, % at 9.99 µM; 0.24% of 350,000 active; in the data active means inhibition above about 10%
Target sequence (P18177 whole entry, looked up): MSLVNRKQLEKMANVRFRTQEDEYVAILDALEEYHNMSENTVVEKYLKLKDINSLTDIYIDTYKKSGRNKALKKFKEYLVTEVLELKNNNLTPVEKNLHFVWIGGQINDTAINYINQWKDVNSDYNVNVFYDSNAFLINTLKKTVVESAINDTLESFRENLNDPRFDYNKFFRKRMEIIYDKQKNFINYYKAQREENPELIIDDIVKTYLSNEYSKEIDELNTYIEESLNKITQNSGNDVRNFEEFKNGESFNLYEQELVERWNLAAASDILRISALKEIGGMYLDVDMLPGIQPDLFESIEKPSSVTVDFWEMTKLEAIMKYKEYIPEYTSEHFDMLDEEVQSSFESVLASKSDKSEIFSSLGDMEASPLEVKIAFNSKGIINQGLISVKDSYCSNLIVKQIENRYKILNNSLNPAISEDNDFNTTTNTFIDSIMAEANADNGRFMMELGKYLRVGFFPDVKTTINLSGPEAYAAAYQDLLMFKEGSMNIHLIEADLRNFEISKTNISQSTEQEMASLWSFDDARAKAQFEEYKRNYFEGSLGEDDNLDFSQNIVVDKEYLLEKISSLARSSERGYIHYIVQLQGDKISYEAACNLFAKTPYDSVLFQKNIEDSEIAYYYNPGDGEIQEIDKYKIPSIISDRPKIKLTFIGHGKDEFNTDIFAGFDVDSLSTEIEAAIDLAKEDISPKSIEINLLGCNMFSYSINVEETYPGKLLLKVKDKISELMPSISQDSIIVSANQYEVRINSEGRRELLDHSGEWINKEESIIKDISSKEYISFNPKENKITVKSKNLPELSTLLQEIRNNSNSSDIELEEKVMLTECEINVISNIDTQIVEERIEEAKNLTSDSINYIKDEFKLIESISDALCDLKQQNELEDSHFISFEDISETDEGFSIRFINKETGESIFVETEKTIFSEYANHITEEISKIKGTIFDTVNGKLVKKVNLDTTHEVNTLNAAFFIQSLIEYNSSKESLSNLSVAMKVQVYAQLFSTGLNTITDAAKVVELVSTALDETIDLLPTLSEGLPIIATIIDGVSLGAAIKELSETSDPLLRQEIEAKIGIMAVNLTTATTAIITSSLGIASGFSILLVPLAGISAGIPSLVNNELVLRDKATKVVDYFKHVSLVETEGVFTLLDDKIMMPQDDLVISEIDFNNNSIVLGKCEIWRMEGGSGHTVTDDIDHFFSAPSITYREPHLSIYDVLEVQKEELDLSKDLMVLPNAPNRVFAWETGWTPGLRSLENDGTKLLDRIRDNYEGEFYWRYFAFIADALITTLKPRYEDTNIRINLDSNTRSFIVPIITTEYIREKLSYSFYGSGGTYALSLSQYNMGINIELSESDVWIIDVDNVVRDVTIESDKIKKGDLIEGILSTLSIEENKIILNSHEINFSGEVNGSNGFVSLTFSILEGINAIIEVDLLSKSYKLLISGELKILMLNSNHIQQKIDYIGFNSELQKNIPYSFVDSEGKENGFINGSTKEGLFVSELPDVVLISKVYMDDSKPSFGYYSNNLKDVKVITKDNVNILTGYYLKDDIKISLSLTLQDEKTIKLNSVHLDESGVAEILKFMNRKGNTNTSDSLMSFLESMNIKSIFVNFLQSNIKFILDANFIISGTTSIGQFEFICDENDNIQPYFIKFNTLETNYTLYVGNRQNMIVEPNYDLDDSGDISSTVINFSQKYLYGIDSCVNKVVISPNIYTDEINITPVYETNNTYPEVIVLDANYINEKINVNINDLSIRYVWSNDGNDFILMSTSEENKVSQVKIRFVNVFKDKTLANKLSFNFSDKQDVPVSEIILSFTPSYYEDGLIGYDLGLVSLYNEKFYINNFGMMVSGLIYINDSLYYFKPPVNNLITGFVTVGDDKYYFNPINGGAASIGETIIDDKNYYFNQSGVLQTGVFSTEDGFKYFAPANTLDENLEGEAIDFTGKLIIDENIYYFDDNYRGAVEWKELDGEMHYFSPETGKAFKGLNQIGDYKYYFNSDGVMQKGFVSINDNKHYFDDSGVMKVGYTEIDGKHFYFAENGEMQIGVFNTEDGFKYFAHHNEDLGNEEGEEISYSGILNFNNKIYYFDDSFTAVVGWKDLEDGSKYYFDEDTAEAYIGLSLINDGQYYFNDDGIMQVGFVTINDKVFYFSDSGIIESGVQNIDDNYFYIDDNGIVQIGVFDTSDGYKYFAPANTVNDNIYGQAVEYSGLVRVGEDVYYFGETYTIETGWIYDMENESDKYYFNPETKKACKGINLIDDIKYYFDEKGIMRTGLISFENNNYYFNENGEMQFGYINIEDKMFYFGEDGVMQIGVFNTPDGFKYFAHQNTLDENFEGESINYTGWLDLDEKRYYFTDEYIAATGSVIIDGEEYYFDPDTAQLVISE
Numbers without * were called inactive. Some of the compounds tested, so the mix of outcomes need not match the whole.

Results for COc1ccc(NC(=O)N(C)C[C@@H]2Oc3ccc(NC(=O)CCCN(C)C)cc3C(=O)N([C@@H](C)CO)C[C@H]2C)cc1 ?
TcdB inh: -1.2

How did OC[C@@H]1[C@H](c2ccc(Br)cc2)[C@H]2CN(Cc3ccccn3)CCCCN12 do in these assays?
TcdB inh: 0.0

Results for Cc1ccc(S(=O)(=O)N(C)C[C@H]2OCCCC[C@H](C)Oc3ccc(NC(=O)Nc4c(C)noc4C)cc3C(=O)N([C@@H](C)CO)C[C@H]2C)cc1 ?
TcdB inh: -1.3

Results for O=C(c1ccncc1)N1CC[C@@H]2[C@@H](CO)Nc3ccc(C4=CCCCC4)cc3[C@@H]21 ?
TcdB inh: -0.1

Results for C[C@H](CO)N1C[C@H](C)[C@H](CN(C)C(=O)Nc2ccc3c(c2)OCO3)Oc2c(NS(=O)(=O)c3cn(C)cn3)cccc2C1=O ?
TcdB inh: -1.1

What do the screens show for `CCCC#Cc1ccc([C@H]2[C@H](CO)N3CCCCN(C(=O)c4ccc5c(c4)OCO5)C[C@@H]23)cc1`?
TcdB inh: -0.4

Results for C[C@@H]1CN([C@@H](C)CO)C(=O)Cc2cc(NC(=O)Nc3ccc4c(c3)OCO4)ccc2O[C@@H]1CN(C)Cc1ccc(C(=O)Nc2ccccc2N)cc1 ?
TcdB inh: 0.6

What do the screens show for `COC(=O)C1=C(C)N(C)C(=NCc2cccc(C(F)(F)F)c2)NC1c1cccc(Cl)c1` (configuration not stated)?
TcdB inh: 0.3

How did COCC(=O)N(C)C[C@@H]1Oc2ncc(C#Cc3ccc(OC)cc3)cc2C(=O)N([C@H](C)CO)C[C@H]1C do in these assays?
TcdB inh: 0.1

How did COC(=O)C[C@@H]1C[C@@H]2c3cc(N)ccc3O[C@@H]2[C@@H](CO)O1 do in these assays?
TcdB inh: 0.9

What do the screens show for `O=S(=O)(N[C@@H]1CC[C@H](CCn2cc(-c3ccccc3F)nn2)O[C@H]1CO)c1ccc(F)cc1`?
TcdB inh: -13

How did COC(=O)C1=C(C)N(C)C(=NCC2CC2)NC1c1cccc(C(F)(F)F)c1 (configuration not stated) do in these assays?
TcdB inh: 0.4

Part of the list above in order of number of heavy atoms, high to low.
Results for C[C@@H]1CN([C@@H](C)CO)C(=O)Cc2cc(NC(=O)Nc3ccc4c(c3)OCO4)ccc2O[C@@H]1CN(C)Cc1ccc(C(=O)Nc2ccccc2N)cc1 ?
TcdB inh: 0.6

Results for Cc1ccc(S(=O)(=O)N(C)C[C@H]2OCCCC[C@H](C)Oc3ccc(NC(=O)Nc4c(C)noc4C)cc3C(=O)N([C@@H](C)CO)C[C@H]2C)cc1 ?
TcdB inh: -1.3

Results for C[C@H](CO)N1C[C@H](C)[C@H](CN(C)C(=O)Nc2ccc3c(c2)OCO3)Oc2c(NS(=O)(=O)c3cn(C)cn3)cccc2C1=O ?
TcdB inh: -1.1

What do the screens show for `CCCC#Cc1ccc([C@H]2[C@H](CO)N3CCCCN(C(=O)c4ccc5c(c4)OCO5)C[C@@H]23)cc1`?
TcdB inh: -0.4

What do the screens show for `O=S(=O)(N[C@@H]1CC[C@H](CCn2cc(-c3ccccc3F)nn2)O[C@H]1CO)c1ccc(F)cc1`?
TcdB inh: -13

What do the screens show for `COC(=O)C1=C(C)N(C)C(=NCc2cccc(C(F)(F)F)c2)NC1c1cccc(Cl)c1` (configuration not stated)?
TcdB inh: 0.3

Results for O=C(c1ccncc1)N1CC[C@@H]2[C@@H](CO)Nc3ccc(C4=CCCCC4)cc3[C@@H]21 ?
TcdB inh: -0.1

How did COC(=O)C1=C(C)N(C)C(=NCC2CC2)NC1c1cccc(C(F)(F)F)c1 (configuration not stated) do in these assays?
TcdB inh: 0.4

How did OC[C@@H]1[C@H](c2ccc(Br)cc2)[C@H]2CN(Cc3ccccn3)CCCCN12 do in these assays?
TcdB inh: 0.0

How did COC(=O)C[C@@H]1C[C@@H]2c3cc(N)ccc3O[C@@H]2[C@@H](CO)O1 do in these assays?
TcdB inh: 0.9

(continued)
What do the screens show for `COc1ccc(C#Cc2ccc3c(c2)[C@]2(C(=O)N3)[C@H](c3ccc(O)cc3)N3[C@H](c4ccccc4)[C@H](c4ccccc4)OC(=O)[C@H]3[C@@H]2C(=O)O)cc1`?
TcdB inh: -4.6

How did Cc1ccccc1S(=O)(=O)N1CC[C@@H]2[C@H](CO)Nc3ccc(-c4ccccc4F)cc3[C@@H]21 do in these assays?
TcdB inh: -3.0

What do the screens show for `COCC(=O)Nc1ccc2c(c1)C(=O)N(C)C[C@@H](OC)[C@@H](C)CN(C(=O)c1ccccc1F)[C@H](C)CO2`?
TcdB inh: 1.2

Results for CO[C@H]1CN(C)C(=O)c2ccc(NC(=O)Nc3ccccc3)cc2OC[C@@H](C)N(C(=O)Nc2c(C)noc2C)C[C@@H]1C ?
TcdB inh: 1.1

What do the screens show for `C[C@H](CO)N1C[C@H](C)[C@@H](CN(C)Cc2cccc3c2OCCCO3)OCc2ccccc2-c2ccccc2C1=O`?
TcdB inh: -0.2

How did Cc1noc(C)c1NC(=O)NCC[C@@H]1CC[C@H](NC(=O)c2ccncc2)[C@@H](CO)O1 do in these assays?
TcdB inh: -2.3

What do the screens show for `C[C@@H]1CCCCO[C@H](CN(C)C(=O)c2ccccc2)[C@H](C)CN([C@H](C)CO)C(=O)c2cc(NC(=O)c3ccncc3)ccc2O1`?
TcdB inh: 0.5

Results for C[C@@H]1CN([C@@H](C)CO)C(=O)c2cc(NS(=O)(=O)c3ccc(F)cc3)ccc2O[C@H]1CN(C)C(=O)Nc1ccc(C(F)(F)F)cc1 ?
TcdB inh: -0.2

What do the screens show for `COC(=O)C1=C(C)N(C)C(=NCc2ccc3c(c2)OCO3)NC1c1ccccc1` (configuration not stated)?
TcdB inh: -0.2

How did COc1cccc(-c2cnc3c(c2)C(=O)N([C@@H](C)CO)C[C@@H](C)[C@@H](CN(C)C(=O)CN(C)C)O3)c1 do in these assays?
TcdB inh: -2.9

What do the screens show for `COc1ccc(C2CC(=O)C(c3ccc(Cl)c(Cl)c3)=CN2Cc2ccccc2)cc1` (configuration not stated)?
TcdB inh: -0.1

How did C[C@H]1CN([C@@H](C)CO)C(=O)Cc2cc(NC(=O)Cc3ccccc3)ccc2O[C@@H]1CN(C)C(=O)Nc1ccccc1 do in these assays?
TcdB inh: -0.7

Results for COc1ccc(S(=O)(=O)N(C)C[C@@H]2OCCCC[C@@H](C)Oc3ccc(NS(=O)(=O)c4ccccc4)cc3C(=O)N([C@@H](C)CO)C[C@H]2C)cc1 ?
TcdB inh: 1.0

What do the screens show for `CC(C)NC(=O)N1CCCCN2[C@@H](CO)[C@H](c3ccc(Br)cc3)[C@@H]2C1`?
TcdB inh: -1.7

How did CC(C)CC#Cc1ccc2c(c1)O[C@H](CN(C)C(=O)CN(C)C)[C@H](C)CN([C@@H](C)CO)S2(=O)=O do in these assays?
TcdB inh: -2.0

How did C[C@H]1CCCCO[C@@H](CN(C)Cc2ccc(C(=O)O)cc2)[C@@H](C)CN([C@@H](C)CO)C(=O)c2cc(NC(=O)CCCN(C)C)ccc2O1 do in these assays?
TcdB inh: 0.0

What do the screens show for `CC(=O)Nc1ccc2c(c1)C(=O)N(C)[C@H]1CC[C@@H](CC(=O)NCc3ccccc3Cl)O[C@H]1CO2`?
TcdB inh: -1.6

How did Cc1ccc(-c2ccc3c(c2)O[C@@H](CN(C)S(C)(=O)=O)[C@H](C)CN([C@H](C)CO)S3(=O)=O)cc1 do in these assays?
TcdB inh: 3.0

What do the screens show for `C[C@@H]1CN([C@H](C)CO)S(=O)(=O)c2ccc(-c3ccncc3)cc2O[C@@H]1CN(C)C(=O)CN(C)C`?
TcdB inh: 0.1

Results for C[C@H](CO)N1C[C@H](C)[C@H](CN(C)S(=O)(=O)c2cn(C)cn2)Oc2ccc(NC(=O)c3ccncc3)cc2CC1=O ?
TcdB inh: 1.3

Results for Cc1ccc(S(=O)(=O)Nc2ccc3c(c2)C(=O)N([C@@H](C)CO)C[C@H](C)[C@@H](CN(C)C(=O)NC2CCCCC2)OCCCC[C@H](C)O3)cc1 ?
TcdB inh: 0.7

Results for CN1C(=O)c2cc(NC(=O)C3CCOCC3)ccc2OC[C@@H]2O[C@H](CC(=O)NCC3CC3)CC[C@@H]21 ?
TcdB inh: -0.1

Results for O=C(Cc1cccnc1)N1CC[C@@H]2[C@@H](CO)Nc3ccc(C#Cc4ccccc4F)cc3[C@@H]21 ?
TcdB inh: -1.5

What do the screens show for `C[C@@H]1CCCCO[C@H](CN(C)S(C)(=O)=O)[C@@H](C)CN([C@@H](C)CO)C(=O)c2cc(NC(=O)C3CCCCC3)ccc2O1`?
TcdB inh: 0.2

Results for C[C@@H]1CN([C@@H](C)CO)S(=O)(=O)c2ccc(C#Cc3ccncc3)cc2O[C@H]1CN(C)C(=O)c1ccncc1 ?
TcdB inh: 0.1

Results for CCCN1[C@@H]2c3ccc(-c4ccccc4F)c(=O)n3C[C@@H]2[C@@H](CO)[C@@H]1C(=O)N1CCCCC1 ?
TcdB inh: -1.5

Results for C[C@H](CO)N1C[C@H](C)[C@@H](CN(C)S(C)(=O)=O)Oc2ncc(C#CC3(O)CCCC3)cc2C1=O ?
TcdB inh: -0.4

How did Cc1ccc(S(=O)(=O)N(C)C[C@H]2Oc3ccc(NC(=O)Nc4ccc5c(c4)OCO5)cc3CC(=O)N([C@@H](C)CO)C[C@@H]2C)cc1 do in these assays?
TcdB inh: -0.7

How did C[C@H](CO)N1C[C@H](C)[C@H](CN(C)C(=O)C2CCCCC2)OCCCC[C@H](C)Oc2ccc(NS(=O)(=O)c3cn(C)cn3)cc2C1=O do in these assays?
TcdB inh: -0.4

Results for O=C(NCC[C@@H]1CC[C@H](NS(=O)(=O)c2cccc(F)c2)[C@@H](CO)O1)Nc1cc(F)ccc1F ?
TcdB inh: 0.1

What do the screens show for `COc1ccc(NC(=O)Nc2ccc3c(c2)[C@@H]2C[C@@H](CC(=O)N4CCN(C)CC4)O[C@H](CO)[C@@H]2O3)cc1`?
TcdB inh: -0.2

How did Nc1[nH]c(C(=O)c2ccccc2)c(-c2cccc(C(F)(F)F)c2)c1C(=O)NCCc1c[nH]c2ccccc12 do in these assays?
TcdB inh: 1.0

What do the screens show for `CCC(=O)N1[C@@H](CO)[C@@H](c2ccccc2)C12CN(C(=O)c1cnccn1)C2`?
TcdB inh: 0.7

Results for CO[C@@H]1CN(C)C(=O)c2cc(NC(C)=O)ccc2OC[C@H](C)N(C(=O)CC2CC2)C[C@H]1C ?
TcdB inh: -0.7

How did C[C@@H]1CN([C@@H](C)CO)C(=O)c2cc(NC(=O)CCC(F)(F)F)ccc2O[C@@H](C)CCCCO[C@H]1CN(C)C(=O)c1ccccc1 do in these assays?
TcdB inh: 0.6

How did CO[C@H]1CN(C)C(=O)c2ccc(NC(=O)C3CC3)cc2OC[C@@H](C)N(Cc2ccncc2)C[C@@H]1C do in these assays?
TcdB inh: 0.1

What do the screens show for `C[C@H](O)C#Cc1cnc2c(c1)C(=O)N([C@H](C)CO)C[C@@H](C)[C@@H](CN(C)Cc1cccc(F)c1)O2`?
TcdB inh: 0.1

How did O=C(C[C@H]1C=C[C@H](NC(=O)c2cnccn2)[C@@H](CO)O1)NCc1ccccc1F do in these assays?
TcdB inh: -2.0

Results for COc1ccccc1S(=O)(=O)N(C)C[C@H]1Oc2cc(C#CCC3CCCC3)ccc2S(=O)(=O)N([C@@H](C)CO)C[C@@H]1C ?
TcdB inh: 0.6

Results for COCC(=O)N1[C@@H](C#N)[C@@H](c2ccccc2-c2ccccc2F)[C@@H]1CO ?
TcdB inh: -0.6

How did CO[C@@H]1CN(C)C(=O)c2cc(NC(=O)Nc3ccccc3Cl)ccc2OC[C@@H](C)N(Cc2ccccc2C(=O)O)C[C@H]1C do in these assays?
TcdB inh: -1.3

What do the screens show for `COc1cccc(-c2cnc3c(c2)C(=O)N([C@@H](C)CO)C[C@H](C)[C@H](CN(C)Cc2cccnc2)O3)c1`?
TcdB inh: 1.5

How did O=Cc1ccccc1Cl do in these assays?
TcdB inh: -0.4

Results for COCC(=O)Nc1ccc2c(c1)C(=O)N(C)[C@@H]1CC[C@@H](CC(=O)NCC(F)(F)F)O[C@@H]1CO2 ?
TcdB inh: -0.4

How did C[C@H]1CN([C@@H](C)CO)C(=O)Cc2cc(NC(=O)Cc3cn(C)c4ccccc34)ccc2O[C@H]1CN(C)C(=O)Nc1ccc(F)cc1 do in these assays?
TcdB inh: 0.0

Results for Cc1ccc(S(=O)(=O)Nc2ccc3c(c2)C(=O)N([C@H](C)CO)C[C@@H](C)[C@H](CN(C)C(=O)Nc2ccc(F)cc2)O3)cc1 ?
TcdB inh: -0.4

What do the screens show for `COc1ccc(CN(C)C[C@H]2Oc3ccc(NC(=O)Nc4ccc(C(F)(F)F)cc4)cc3C(=O)N([C@H](C)CO)C[C@H]2C)cc1`?
TcdB inh: 0.7

How did O=C(C[C@H]1C[C@H]2c3cc(NC(=O)c4cccnc4)ccc3O[C@H]2[C@H](CO)O1)NCc1ccncc1 do in these assays?
TcdB inh: 0.3

Results for CCCN(C)C[C@@H]1Oc2cc(C#Cc3ccccn3)ccc2S(=O)(=O)N([C@@H](C)CO)C[C@@H]1C ?
TcdB inh: -3.0

Results for COCC(=O)N1C[C@H]2[C@@H](c3ccccc31)[C@H](CO)N2Cc1cc(F)ccc1F ?
TcdB inh: 0.2

Results for C[C@@H]1CN([C@H](C)CO)C(=O)Cc2cc(NC(=O)Nc3cccc4ccccc34)ccc2O[C@H]1CN(C)Cc1ccc2c(c1)OCO2 ?
TcdB inh: -0.6

Results for Cc1ccc(-c2ccc([C@@H]3[C@H](CO)N4CCCCN(C)C[C@@H]34)cc2)cc1 ?
TcdB inh: 0.3

Results for C[C@@H]1CCCCO[C@H](CN(C)C(=O)Nc2ccc3c(c2)OCO3)[C@@H](C)CN([C@H](C)CO)C(=O)c2cc(NC(=O)c3ccncc3)ccc2O1 ?
TcdB inh: 0.6

Results for COCC#Cc1ccc2c(c1)O[C@@H](CN(C)C(=O)Nc1ccccc1F)[C@@H](C)CN([C@H](C)CO)S2(=O)=O ?
TcdB inh: -0.2

Results for O=C1CN(S(=O)(=O)c2ccccc2)C[C@H]2[C@@H](c3ccc(C4=CCCC4)cc3)[C@H](CO)N12 ?
TcdB inh: 1.0

What do the screens show for `CO[C@H]1CN(C)C(=O)c2cc(NC(=O)C3CC3)ccc2OC[C@H](C)N(C(=O)c2cccnc2)C[C@H]1C`?
TcdB inh: -1.6

Screens (PubChem)
